Screening data as filed in PubChem.
NCOA2 inhibitor – inhibits human steroid receptor coactivator 2 | Q15596 | HEK293 GAL4-SRC2 luciferase reporter, luminescence | inhibition, % at 9 µM | hit rate 0.17% among 370,000 | AID 651957;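 active = inhibition above the mean inhibition of all tested compounds plus 3 SD, set per campaign, cut at about 52% in these data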;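 note: 0% = DMSO treated cells and 100% = cells given Gossypol at 36 µM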
COUP-TFII inh – NR2F2 (human) inhibition, primary screen. HEK293T NGFI-A luciferase reporter, luminescence. inhibition, % at 8.6 µM. hit rate 0.7% among 370,000. AID 686940;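 active = inhibition above a per-plate cutoff, mean inhibition of test wells between control levels plus 3 SD, cut at about 38% in these data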;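 note: cells cotransfected with COUP-TFII expression vector driving the NGFI-A reporter; 0% = median of COUP-TF2 test wells and 100% = reporter-only cells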
NOD2 RIPK2 PPI – NOD2-RIPK2 protein interaction inhibition; O43353; CHO BLA complementation NOD2-RIPK2, CCF4 ratio; inhibition, % at 4.98 µM; hit rate 0.38% among 360,000; AID 624267; in the data active = inhibition above about 21%;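 note: 0% = vehicle only and 100% = reference blocker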
NCOA3 inh – inhibits human SRC3 coactivator; AID 588352; HEK293 GAL4-SRC3 luciferase reporter, luminescence; inhibition, % at 3.6 µM; Q9Y6Q9; hit rate 0.17% among 360,000;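 active = inhibition above a per-campaign cutoff, the mean of all compounds plus 3 SD, cut at about 60% in these data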;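 note: 0% = DMSO-treated cells and 100% = gossypol-treated cells at 36 µM; higher means less SRC3-driven luciferase light from the GAL4 reporter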
TROY signal inh – blocks TROY-dependent signaling in reporter cells. Q293 LMP1-TROYcd NF-kB luciferase reporter, 4 h. inhibition, % at 10 µM. hit rate 0.98% among 360,000. AID 1347056;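 active = compounds whose plate-normalised and pattern-corrected inhibition of the luciferase reporter signal at the single screening dose is 50% or more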
TLR9-MyD88 inh – blocks human TLR9 binding to MyD88. CHO BLA complementation TLR9-MyD88, CCF4 FRET ratio. inhibition, % at 4.98 µM. Q9NR96+Q99836. hit rate 0.21% among 340,000;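 active = inhibition above the mean over all tested compounds plus 3 SD, cut at about 21% in these data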;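 note: 0% = DMSO only wells and 100% = clavulanate BLA inhibitor control wells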
EBV LMP1 NFkB – Epstein-Barr LMP1 NF-kappaB reporter inhibition | LMP1-induced NF-kappaB luciferase reporter cells, luminescence | inhibition, % at 12.5 µM | hit rate 0.69% among 350,000; in the data active = inhibition above about 41%;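 note: 0% = neutral control wells and 100% = reference inhibitor control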
TRAIL sens C8 – sensitizes caspase-8 expressing cells to TRAIL; NB7+C8 cells + TRAIL, ATPlite viability luminescence; inhibition (viability loss, TRAIL sensitization), % at 10 µM; hit rate 1% among 360,000;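 active = compounds causing at least 50% loss of cell viability in the single-dose screen, relative to plate controls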
Vif inh – blocks HIV Vif function. inhibition, % at 7.49 µM. HEK293T cells, Vif self-association by quenched fluorescence, imaging, 24 h. AID 602346. hit rate 0.35% among 340,000; in the data active = inhibition above about 50%, passing the limit was not always enough; note: some results filed as inactive read as strong as hits
NCOA1 inh – human NCOA1 inhibition | HEK293 GAL4-SRC1 luciferase reporter, luminescence | inhibition, % at 3.6 µM | hit rate 0.12% among 360,000;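 active = inhibition above the campaign mean plus 3 SD, with each screening campaign given its own cutoff, cut at about 60% in these data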;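 note: 0% = DMSO treated cells and 100% = gossypol at 36 µM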
Target sequence (Q15788 whole entry, looked up, the tested form may be a part): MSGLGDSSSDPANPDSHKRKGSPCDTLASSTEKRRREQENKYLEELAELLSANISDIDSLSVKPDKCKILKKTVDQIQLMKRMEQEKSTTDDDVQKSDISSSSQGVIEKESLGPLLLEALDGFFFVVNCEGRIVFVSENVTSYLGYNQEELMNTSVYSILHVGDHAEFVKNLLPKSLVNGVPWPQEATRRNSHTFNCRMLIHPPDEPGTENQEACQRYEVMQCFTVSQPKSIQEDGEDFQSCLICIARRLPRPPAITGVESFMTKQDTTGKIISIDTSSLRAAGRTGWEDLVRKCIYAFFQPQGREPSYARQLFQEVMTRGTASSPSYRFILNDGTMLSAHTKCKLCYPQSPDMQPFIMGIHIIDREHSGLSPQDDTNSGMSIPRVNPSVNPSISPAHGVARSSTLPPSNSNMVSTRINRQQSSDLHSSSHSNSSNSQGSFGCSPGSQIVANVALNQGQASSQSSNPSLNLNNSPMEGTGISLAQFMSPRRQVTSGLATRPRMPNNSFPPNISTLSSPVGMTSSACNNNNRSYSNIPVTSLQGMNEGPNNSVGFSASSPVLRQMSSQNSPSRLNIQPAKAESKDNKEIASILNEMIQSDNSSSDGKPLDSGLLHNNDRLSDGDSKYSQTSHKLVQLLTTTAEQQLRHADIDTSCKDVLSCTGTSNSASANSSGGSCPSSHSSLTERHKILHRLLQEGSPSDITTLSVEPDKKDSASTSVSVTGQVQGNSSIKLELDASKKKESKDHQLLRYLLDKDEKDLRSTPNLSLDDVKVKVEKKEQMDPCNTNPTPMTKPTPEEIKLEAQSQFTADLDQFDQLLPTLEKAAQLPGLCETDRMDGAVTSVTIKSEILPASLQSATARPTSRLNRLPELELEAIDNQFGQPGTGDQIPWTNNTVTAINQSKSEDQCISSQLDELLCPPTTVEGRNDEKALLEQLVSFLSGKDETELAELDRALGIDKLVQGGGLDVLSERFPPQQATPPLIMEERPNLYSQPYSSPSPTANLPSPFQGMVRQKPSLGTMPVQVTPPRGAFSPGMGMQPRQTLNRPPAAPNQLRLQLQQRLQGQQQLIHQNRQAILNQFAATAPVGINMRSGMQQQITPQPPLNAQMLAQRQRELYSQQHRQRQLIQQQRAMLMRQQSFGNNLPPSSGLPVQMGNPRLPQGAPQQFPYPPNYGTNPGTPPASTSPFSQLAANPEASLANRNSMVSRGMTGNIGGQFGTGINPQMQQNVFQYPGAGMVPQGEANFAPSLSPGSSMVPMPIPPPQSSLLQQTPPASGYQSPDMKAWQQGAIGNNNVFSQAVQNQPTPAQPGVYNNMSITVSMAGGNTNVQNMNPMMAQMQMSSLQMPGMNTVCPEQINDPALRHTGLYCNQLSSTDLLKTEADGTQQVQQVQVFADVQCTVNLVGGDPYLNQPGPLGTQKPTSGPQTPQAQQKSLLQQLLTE
NR5A2 inv ag – NR5A2 inverse agonism in reporter assay; inhibition, % at 3.6 µM; AID 602396; HEK293T StAR-luciferase reporter, LRH-1 transfected, 24 h; hit rate 0.13% among 360,000; O00482;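 active = inhibition above the mean inhibition of all tested compounds plus 3 SD, cut at about 73% in these data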;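 note: 0% = DMSO wells and 100% = reporter-only cells lacking LRH-1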
Active calls of the source: *; . = not tested or not shown. A portion of the library. The share of hits here may be higher or lower than overall.

SMILES	NCOA2 inhibitor	COUP-TFII inh	NOD2 RIPK2 PPI	NCOA3 inh	TROY signal inh	TLR9-MyD88 inh	EBV LMP1 NFkB	TRAIL sens C8	Vif inh	NCOA1 inh	NR5A2 inv ag
COc1ccc(CC(=O)OCC(=O)NCc2ccccc2Cl)cc1OC	-7	-1	3	18	-3	8	-4	-5	-2	-17	-7
COc1cccc(C2=NOC(C(=O)NCCCn3ccnc3)C2)c1 (centres undefined)	18	-6	-12	-31	-14	6	-1	4	3	7	-1
CCOC(=O)C(Cc1ccccc1)C(=O)Nc1nccs1 (centres undefined)	2	-2	0	-6	-3	-2	-2	3	3	2	-13
O=C(O)c1cc2c(cc1NC(=O)c1ccccc1C(F)(F)F)OCCCO2	-24	1	7	9	-5	-13	-2	7	8	-15	9
COc1ccccc1/C=C(/C(=O)OCC(=O)Nc1cc(C)ccc1C)c1ccccc1	-23	-10	-1	16	19	0	8	-8	16	-6	-14
O=C(Nc1ccc(F)c(Cl)c1)Nc1nnc([C@H]2C[C@H](O)[C@@H](CO)O2)s1	0	-6	-7	-7	-38	.	.	0	-3	-11	-34
CCOc1ccc(-c2cc(C(=O)NCc3ccc(F)cc3)[nH]n2)c(C)c1	-3	2	-10	-32	-5	.	.	-12	4	3	-16
CN(C)CCC1(C2=CCCC2)CC/C(=C/c2ccc(Cl)cc2)C1=O (centres undefined)	-14	-8	12	-20	8	-2	9	29	-7	2	-15
COC(=O)c1ccccc1NC(=O)CSc1nnc(-c2cccnc2)o1	-67	-27	6	-49	-6	-8	-4	-2	-11	-17	-3
OCCCNc1c2c(nc3cc(-c4ccc(Cl)cc4)nn13)CCC2	-29	-1	0	1	-19	9	0	2	-8	-18	-21
COc1cccc(/C=N/NC(=O)c2c(-c3ccccc3)noc2C)c1O	34	-11	-13	54	12	1	-3	1	.	45	45
COc1ccc(NC2CCCN(C(=O)CCC(=O)c3ccc(F)cc3)C2)cc1 (centres undefined)	-12	7	-4	-16	-38	-10	6	-2	-11	-29	-29
Cc1ccc(Nc2c3c(nc4ncnn24)CC(C)CC3)cc1 (centres undefined)	11	-4	3	4	0	10	16	-4	-3	8	10
O=C(NCCCn1ccnc1)c1ccccc1NS(=O)(=O)c1ccc(F)c(F)c1	-8	-7	3	5	-2	-3	2	11	6	-11	12
CC(C)(C)OC(=O)N1CCC(NC(=O)c2[nH]cnc2C(=O)Nc2cccc(Cl)c2)CC1	-7	8	-1	-8	-2	-2	-2	21	-4	2	-16
COc1ccccc1OCCC(=O)N1CCN(c2ccccc2OC)CC1	22	20	-2	-8	-20	1	-10	2	3	-19	-20
CCOC(=O)C1CCN(C(=O)CN(Cc2ccc(Cl)cc2)S(C)(=O)=O)CC1	1	-19	0	9	7	7	-2	-6	-2	-1	-4
Fc1ccc(Nc2nnc(-c3ccncc3)s2)cc1Cl	-21	-24	-9	-85	-31	.	.	-3	-15	-64	-57
CN(CC(=O)Nc1cccc(F)c1)C(=O)c1cccnc1Sc1ccc(Cl)cc1	-29	-3	8	-1	6	-2	-7	2	-3	-6	9
CN(Cc1ccccc1)C(=O)CN1C(=O)COc2ccc(S(=O)(=O)N3CCCC3)cc21	-10	11	-4	11	-21	-1	10	-28	23	-14	-2
N/C(=N\OS(=O)(=O)c1ccccc1)c1ccncc1	-7	6	-7	-11	-11	-7	-4	-14	25	2	13
O=C(O)Cn1cc2c(n1)CCCC2	10	14	4	8	0	-11	2	-12	-13	-2	-8
O=C(Nc1cccc2cccnc12)c1cccc(N2C(=O)CCC2=O)c1	-14	-3	0	6	-14	3	6	6	-20	-22	-21
COC(=O)C(NC(C)=O)(Nc1nc(C)cs1)C(F)(F)F (centres undefined)	-11	-4	-25	13	6	-3	-8	-8	6	11	11
COc1cc(=O)n2c(n1)SCCC2	9	0	-9	11	-7	1	2	-11	-5	7	-10
Cc1ccc(/C=N/n2c(-c3ccncc3)n[nH]c2=S)cc1	-4	4	-8	26	18	-5	8	-4	.	-32	8
CCN(Cc1ccc2c(c1)OCCO2)S(=O)(=O)c1ccc(NC(C)=O)cc1	4	7	14	9	-3	8	4	-2	9	2	7
CCC(CC)C(=O)Nc1cc(C(=O)NCCc2ccccc2)ccc1Cl	-26	-1	3	-11	-37	7	-2	23	-3	-15	-5
C=CCOC(=O)C1=C[C@H](c2cn(C(C)=O)c3ccccc23)C[C@H](OCCCCO)O1	-30	2	-13	-4	9	6	4	0	-2	2	14
CCC(C)NC(=S)Nc1ccccc1 (centres undefined)	6	12	-4	4	17	0	-11	-11	-13	-19	22
Cc1ccc(Cl)cc1N=C(N)N=C(N)N	-12	2	-1	0	23	-6	1	-9	10	1	10
O=C(NCc1ccccn1)c1ccc(Cn2cc(Br)cn2)o1	4	18	-2	19	-12	8	0	-10	0	0	-13
O=C(CC1SC(N2CCCC2)=NC1=O)Nc1ccc(C(=O)N2CCN(c3cccc(Cl)c3)CC2)cc1 (centres undefined)	-6	2	-1	13	14	11	10	10	-1	-27	-14
CCCCn1nnnc1NCc1ccc(OC)c(OC)c1	0	9	0	18	15	-3	4	-13	8	0	2
Cc1cc(C)c2nc(N(CCCN(C)C)C(=O)c3ccc4c(c3)OCCO4)sc2c1	13	-14	6	-3	-37	2	5	48	-1	-5	-1
CC(SCC(=O)NC12CC3CC(CC(C3)C1)C2)C(=O)O (centres undefined)	8	-11	-12	4	1	-5	-8	-9	2	6	11
COc1ccc(C(=O)NCc2nc3ccccc3[nH]2)cc1OC	-17	5	-14	-6	-14	3	-2	-12	9	7	33
CC1CCCC(C)N1C(=O)COC(=O)c1cc([N+](=O)[O-])ccc1N1CCOCC1 (centres undefined)	-6	12	-2	6	7	-8	1	25	26	-6	1
N#Cc1ccc(OCC(=O)NC2CCCCCC2)cc1	-32	13	-7	-27	-17	0	-5	3	-2	-11	8
CCn1c(SCc2ccc(F)cc2)nc2ccccc2c1=O	-23	12	-10	15	-19	3	-21	-12	1	17	9
COc1ccc(-c2c(-c3ccccc3OC)oc3ccccc23)cn1	1	-14	-6	6	-3	-13	-9	-10	-4	5	-2
N#Cc1ccc(C(=O)NC(=S)N2CCN(C=O)CC2)cc1	15	0	-10	-10	0	3	16	4	0	-6	-3
CCCCCCCCOC(=O)C1=C(C)Nc2nnnn2C1c1cccs1 (centres undefined)	3	4	2	18	6	-1	6	-2	-11	4	7
O=C(COC(=O)CCc1ccc(S(=O)(=O)N2CCCCC2)cc1)Nc1ccc2c(c1)OCO2	1	0	6	-11	-10	5	4	2	11	-7	-12
CCOC(=O)COc1cccc2c(=O)n(CC(=O)N3CCc4ccccc43)ccc12	-1	9	-10	14	0	-4	-6	-2	.	-4	16
O=S(=O)(NCc1ccccn1)c1ccc(Br)s1	-8	3	0	-18	1	12	-2	0	-11	4	14
CN(C)/C=N/c1nc2nccc(-c3cccnc3)n2n1	-5	-11	0	17	20	8	-16	-4	-2	-5	3
O=C(c1cccc(OC2CCN(Cc3ccc(F)cc3)CC2)c1)N1CCCC1	28	-11	4	2	16	-1	5	-6	-6	11	-3
O=C(NCC1CCCO1)/C(=C\c1ccccc1)NC(=O)c1ccccc1 (centres undefined)	4	-13	4	-6	1	4	2	-2	0	-9	5
COc1cccc(C2C(C#N)=C(N)N(N(C)C)C3=C2C(=O)CC(C)(C)C3)c1 (centres undefined)	-19	-7	8	-3	-12	-5	-6	5	-14	-41	-8
CCOC(=O)C1CCN(S(=O)(=O)c2ccc(-c3cc(C(F)(F)F)n(C)n3)s2)CC1	2	13	1	8	9	.	.	10	3	-12	4
Cc1c(NC(=O)/C=C/c2ccc(S(=O)(=O)N3CCOCC3)cc2)c(=O)n(-c2ccccc2)n1C	-53	19	3	7	6	-10	-4	-3	0	-1	4
Cc1c(C(c2ccc(Br)cc2)c2c(C)n(C)n(-c3ccccc3)c2=O)c(=O)n(-c2ccccc2)n1C	21	3	-4	-38	-11	-12	0	20	6	0	15
COC1CCCCC1Nc1cccc(SC)c1 (centres undefined)	7	1	-10	-8	-11	-1	1	-17	.	-2	-12
Nc1c(N(Cc2ccccc2)C(=O)COc2ccc(F)cc2Cl)c(=O)[nH]c(=O)n1Cc1ccccc1	-26	-9	-4	2	15	-8	4	-3	-1	2	-8
O=C1Cc2cc(S(=O)(=O)Nc3cccc(F)c3)ccc2N1	-4	-2	2	-12	0	-1	-8	-19	18	-1	-2
CS(=O)(=O)c1ccc2nc(NC(=O)c3ccccc3Br)sc2c1	-49	-30	0	-71	4	5	-14	4	4	-39	-41
O=C(O/N=C(/c1ccccc1)c1ccncc1)c1cccc(F)c1	-3	-8	-6	12	14	-11	3	-5	-15	-5	4
CC(=O)N(c1cccc(C)c1)S(=O)(=O)c1ccc(Cl)cc1	24	-2	1	3	-7	-8	1	-4	2	-15	7
O=C(CCCc1ccccc1)NCc1cccnc1	-19	-14	-4	7	0	5	-3	3	-2	-11	-11

Entries of single compounds, looked up by structure.
CN(Cc1ccccc1)C(=O)CN1C(=O)COc2ccc(S(=O)(=O)N3CCCC3)cc21 is entered as NCOA2 inhibitor = -10; COUP-TFII inh = 11; NOD2 RIPK2 PPI = -4; NCOA3 inh = 11; TROY signal inh = -21; TLR9-MyD88 inh = -1; EBV LMP1 NFkB = 10; TRAIL sens C8 = -28; Vif inh = 23; NCOA1 inh = -14; NR5A2 inv ag = -2
CCOC(=O)C(Cc1ccccc1)C(=O)Nc1nccs1 (centres undefined) is entered as NCOA2 inhibitor = 2; COUP-TFII inh = -2; NOD2 RIPK2 PPI = 0; NCOA3 inh = -6; TROY signal inh = -3; TLR9-MyD88 inh = -2; EBV LMP1 NFkB = -2; TRAIL sens C8 = 3; Vif inh = 3; NCOA1 inh = 2; NR5A2 inv ag = -13

More results:
SMILES	NCOA2 inhibitor	COUP-TFII inh	NOD2 RIPK2 PPI	NCOA3 inh	TROY signal inh	TLR9-MyD88 inh	EBV LMP1 NFkB	TRAIL sens C8	Vif inh	NCOA1 inh	NR5A2 inv ag
Cc1ccc(NC(=O)C2C3/C=C\CCCCC32)cc1 (centres undefined)	-41	-21	1	-43	-29	0	-26	20	3	-60	-31
Cc1nc(N2CCCC2)c2nnn(Cc3ccccc3Cl)c2n1	-15	8	-1	4	-7	-9	-6	24	-9	-31	-39
CC(C)=CCC[C@H](C)C[C@@H]1Cc2[nH][nH]c(=O)c2[C@@H](c2ccc(F)cc2)O1	17	15	-3	.	-9	.	.	-24	.	.	8
COc1cc(C2C(C(=O)c3cccs3)=C(O)C(=O)N2CCN2CCOCC2)cc(OC)c1OC (centres undefined)	9	-20	-4	-1	8	-5	-7	-10	0	-3	-10
CN1CCc2ccccc2Cc2[nH]c3ccccc3c2CC1	3	-6	7	4	5	-4	3	-5	-2	1	11
O=C(c1cccs1)N1CCN=C1SCc1ccccc1	-35	2	-4	4	-2	-2	2	1	7	6	2
CC(C)OCCCNC(=O)c1ccncc1	-25	-3	-4	16	1	6	4	1	-8	-7	6
COc1ccc(Cl)cc1-c1nc(-c2ccc(Br)o2)no1	3	4	-4	-10	-56	7	-36	21	8	-22	-7
CCOc1ccc(-c2c(C(=O)N/N=C(\C)c3ccccc3OC)nnn2-c2nonc2N)cc1	0	10	0	-12	-3	-7	0	5	-11	-15	-18
O=C(CN1C(=O)CCSc2ccc(S(=O)(=O)N3CCCC3)cc21)Nc1ccccc1	-39	-8	1	2	-10	-3	0	-10	-4	18	4
CCOc1ccc(S(=O)(=O)Nc2cccc(C(=O)NCCCN3CCOCC3)c2)cc1	9	-4	-15	10	1	8	2	-2	-8	-2	-5
